High-throughput results from PubChem.
Giardia FBPA inh: inhibitors of Giardia lamblia fructose-1,6-bisphosphate aldolase. AID 2451. A8B2U2. 0.71% of 290,000 active. purified Giardia FBPA. Potency, µM (doses to about 59.6 µM), for the others: top-dose activity, negative = inhibition, hits mostly inhibitors; also: potency is read from the fitted curve at half-maximal effect; % is scaled to controls: 0 for no effect and ±100 for the full control effect; nearly all actives have a fitted effect of over 55% in size
Target sequence (A8B2U2 whole entry, looked up): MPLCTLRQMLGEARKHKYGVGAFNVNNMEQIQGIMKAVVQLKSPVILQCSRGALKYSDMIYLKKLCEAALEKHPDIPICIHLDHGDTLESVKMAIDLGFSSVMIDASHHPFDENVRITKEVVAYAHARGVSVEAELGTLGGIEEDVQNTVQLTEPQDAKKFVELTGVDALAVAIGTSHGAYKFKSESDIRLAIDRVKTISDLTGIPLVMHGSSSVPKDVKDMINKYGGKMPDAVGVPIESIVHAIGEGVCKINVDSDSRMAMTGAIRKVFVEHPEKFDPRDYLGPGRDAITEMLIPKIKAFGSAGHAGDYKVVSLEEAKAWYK
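Giardia FBPA (40 nM reagent) was preincubated 10 min at RT with compound (up to 57.5 uM final), then substrate plus GAPDH/TPI/NAD/arsenate coupling system with diaphorase/resazurin was added; resorufin fluorescence (525/598 nm) was read after 20 min.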
HCV inhibitor: blocks hepatitis C virus; Huh7.5.1 HCVcc-Cre infection, luciferase reporter, 44 h; Potency, µM (highest dose often 41.8 µM), inactives show at the top dose activity change, negative = inhibition, usual class: inhibitors; 3.4% of 340,000 active; AID 651820; also: potency is read from the fitted curve at half-maximal effect; % is scaled to controls: 0 for no effect and ±100 for the full control effect
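Infectious HCV cell culture screen: compound-treated cells (1,000/well, pre-plated 4 h) are infected with HCVcc-Cre at roughly 0.5 moi and grown 44 h. Infection is quantified by luciferase signal after 15 min substrate incubation at room temperature.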
Cycloheximide cs: counter-screen hit for Shiga toxin inhibitors, cycloheximide | 12% of 300,000 active | AID 2314 | cell reporter, cycloheximide protein synthesis inhibition counterscreen | max response, %; in the data active = max response mostly above about 13%, no sharp cut-off; inactive = mostly below about 14%; also: read at 38.3 µM for the half of the compounds with a filed dose; 0% is about no effect
Pf growth 96h: P. falciparum growth inhibition at 96 hours. AID 504834. 6.9% of 320,000 active. P. falciparum luciferase reporter growth, 96 h. Potency, µM (doses to about 28.7 µM), without a hit: at the top dose activity change, negative = inhibition, usual class: inhibitors; also: potency is read from the fitted curve at half-maximal effect; % is scaled to controls: 0 for no effect and ±100 for the full control effect
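Erythrocytes infected with luciferase-expressing P. falciparum were dispensed at 2% hematocrit and 0.05% parasitemia (final), then incubated with compounds 96 hours at 37 C in 5% CO2. Luminescence after detection reagent addition reported growth.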
Pf growth 48h: P. falciparum growth inhibition at 48 hours (one generation); 5.9% of 310,000 active; Potency, µM (top dose mostly 28.7 µM), inactives show at the highest dose activity change, negative = inhibition, most hits filed as inhibitors; P. falciparum luciferase growth in erythrocytes, 48 h; AID 504832; also: potency is read from the fitted curve at half-maximal effect; % is scaled to controls: 0 for no effect and ±100 for the full control effect
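Read-out is firefly luciferase luminescence from an integrated reporter in P. falciparum, so falling signal marks reduced parasite growth. Infected erythrocytes were at 2% hematocrit and 0.1% parasitemia (final) in Albumax-supplemented RPMI 1640.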
Shiga inhibitor: Shiga toxin inhibition; Vero cells, Shiga toxin protein synthesis inhibition reporter; inhibition, % at 38.7 µM; 9.2% of 290,000 active; in the data active = inhibition mostly above about 28%, no sharp cut-off; inactive = mostly below about 43%; also: 0% is about no effect
An asterisk follows results filed as active; ? = inconclusive; . = not tested or not shown; & = joins results of further samples; [ ] = remark or other dose. Unless noted, calls follow the shape of the dose curve; as a rule, active = well fitted curve in the direction sought with a large enough effect; inconclusive = small, poorly fitted or top-dose-only effect, or another doubt; inactive = no such curve, though single readings can be large; an effect the other way counts as inactive or inconclusive.

SMILES	Giardia FBPA inh	HCV inhibitor	Cycloheximide cs	Pf growth 96h	Pf growth 48h	Shiga inhibitor
C[C@H](Oc1ccccc1)C(=O)N[C@@H]1C(=O)N2[C@@H]1SC(C)(C)[C@@H]2C(=O)O	-6%[21.7 µM]	.	.	-9%[12.8 µM]	-4%[12.8 µM]	.
COCCNC(=S)Nc1cc(OC)c(NC(=O)c2ccco2)cc1OC	3%	13µM*	22*	14%	18%	27
Cc1oc(-c2ccc(C(F)(F)F)cc2)nc1CN(Cc1ccccn1)C[C@@H]1CCC(=O)N1	-20%	?	0	?	?	-2
Cc1c(NC(=O)CSc2ncnc3ccccc23)c(=O)n(-c2ccccc2)n1C	2%	14%	0	-4%	-6%	-15
OC(CCCN1CCCCC1)(c1ccccc1)c1ccccc1	-1%	6%	-2	?	?	-10
Cn1cccc1C(=S)N1CCOCC1	-11%	-13%	-1	-21%	5%	-5
CN(CCc1nnc(N)s1)[N+](=O)[O-]	0%	16%	-2	-4%	-1%	-3
O=C(O)c1cccc(N2C(=O)/C(=C/c3ccc(SCc4ccc(Cl)cc4)o3)SC2=S)c1	?	7%	0	-4%	?	20
CCC(C(=O)NC(C)(C)C)N(Cc1ccco1)C(=O)CNS(=O)(=O)c1ccc(OC)cc1 (configuration not stated)	.	0%	-3	-18%	-10%	4
O=S(=O)(Nc1cccnc1)c1ccc(Cl)cc1	2%	26%	-3	.	-1%	-17
CCOC(=O)CSc1nnc(CNC(=O)Cc2ccccc2)n1C	7%	3%	2	?	4%	-6
CCC1(C)CC(=O)NC(=O)C1	2%[21.7 µM]	.	.	16%[12.8 µM]	-4%[12.8 µM]	.
O=C(/C=C/c1c(Cl)nc2ccccn12)Nc1ccc(F)cc1	-3%	-22%	15*	?	?	12
CCOC(=O)C1C(=O)CC(C)(O)C(C(=O)OCC)C1c1ccc(Br)cc1 (configuration not stated)	2%	-7%	-2	0%	?	1
CCOc1c(Cl)cc(CNc2ccc(N3CCCC3)cc2)cc1OC	?	-7%	11	42%	-27%	26
CCC(=O)N1CCC(C(N)=O)(N2CCCCC2)CC1	1%	14%	9	?	-4%	-15
CCOC(=O)C(O)(c1ccc(NC(=O)NC)cc1)C(F)(F)F (configuration not stated)	0%	10%	-2	25%	-1%	21
O=C(Nc1nc(-c2ccccc2)cs1)C1CCCO1 (configuration not stated)	-4%	-21%	38*	?	100%[activator]	111*
Cc1ccc(C)c(S(=O)(=O)c2c[nH]c(=S)[nH]c2=O)c1	.	10%	-3	69%[activator]	-2%	-5
COc1ccc(N2C(=O)CC(c3ccccc3)CC2=O)cc1	.	5%	.	64%[activator]	37%[activator]	.
COc1ccc(CNC(=O)CSc2nc3ccc(C)cc3[nH]2)cc1	4%	13%	26*	17%	33%[activator]	30
CSc1ccccc1C(=O)Nc1cc(C)cc(C)c1	-8%	6%	4	41%	42%[activator]	57
COc1ccccc1/C=C/C(=O)Nc1cccc(S(=O)(=O)N2CCOCC2)c1	.	?	.	?	?	.
CCOc1ccc(S(=O)(=O)Nc2cc(OC)c(OC)cc2C(=O)O)cc1	25%	9%	-3	.	6%	2
COc1ccc(-n2nc(C(=O)NCC(=O)N(C)Cc3ccccc3)c3ccccc3c2=O)c(OC)c1	-1%	-29%	-5	15%	?	-8
Cn1c(CSCc2ccc(Cl)cc2)nnc1SCC(=O)Nc1nc2ccccc2s1	5%	-4%	-3	0%	.	-14
COc1cccc(-c2cc3nc(-c4ccccc4)cc(=O)n3[nH]2)c1	-13%	-6%	31	63%[activator]	30%	34
c1ccc(-c2ccc(CN3C[C@@H]4C(c5ccccc5)C5(c6ccccc6)CC4(C5)[C@H]3c3ccccc3)cc2)cc1 (some centres not stated)	5%&2%	4%[8.37 µM]	-2	?	-4%	-7
CCN(c1ccccc1)S(=O)(=O)c1ccc(OC)c(NC(=O)C2CC2)c1	.	-23%	.	-24%	?	.
O=C(Nc1cccc2ccccc12)NC1CCS(=O)(=O)C1 (configuration not stated)	-5%	-2%	1	?	-2%	20
COC(=O)NNC(=O)c1ccccc1OC	6%	11%	-4	-15%	24%	-12
CC(=O)Nc1ccc(S(=O)(=O)NC2C3(C)CCC(C3)C2(C)C)cc1 (configuration not stated)	7%	3%	-1	10%	-27%	-4
CCOC(=O)C(O)(c1ccc(NC(=O)Oc2ccccc2)cc1)C(F)(F)F (configuration not stated)	-2%	0%	-1	21%	-1%	1
Cc1noc(C)c1COc1ncnc2ccccc12	1%	12%	-2	-16%	6%	-10
COc1ccc(NS(=O)(=O)c2ccc(C)c(NC(=O)C3CCCO3)c2)cc1 (configuration not stated)	.	19%	.	3%	?	.
CC1Cc2ccccc2N1C(=O)COc1nc2ccccc2nc1N1CCOCC1 (configuration not stated)	12%	-26%	9	1%	18%	-4
COc1ccc(S(=O)(=O)NCc2ccc(C(=O)NCCCN3CC(C)CC(C)C3)cc2)cc1 (configuration not stated)	.	0%	1	?	-12%	1
COC(=O)C1=C(C)NC(=O)NC1c1cccc(OC)c1OCc1ccccc1 (configuration not stated)	14%	9%	-2	10%	6%	-16
c1ccc(Cn2nnc(-c3ccccc3)n2)cc1	2%	21%	35*	52%[activator]	88%[activator]	94*
CCc1cc(=O)oc2cc(C)cc(OCC(=O)N[C@@H](CSCc3ccccc3)C(=O)O)c12	22%	3%	-2	-15%	?	19
CCCCOC(=O)Nc1ccc(S(=O)(=O)Nc2nccs2)cc1	11%	-12%	1	10%	12%	-3
Cc1ccc(N2C(=O)NC(=O)C(CCc3ccccn3)(Cc3cccc(Cl)c3Cl)C2=O)cc1 (configuration not stated)	2%	7%	-2	2.3µM*	-15%	13
O=C(Cc1ccccc1F)c1ccc(O)cc1O	15%	4%	10	?	6%	21
CC(NC(=O)CSc1nnc(-c2cccc(S(=O)(=O)N3CCCCC3)c2)o1)C12CC3CC(CC(C3)C1)C2 (configuration not stated)	-4%	9%	-5	?	.	-5
COc1ccc(CN2CCC(CNS(=O)(=O)c3cccc(C(F)(F)F)c3)CC2)cc1	6%	11µM*	-8	3%	-8%	2
Cc1cc(C)n2nc(C(=O)Nc3ccc(S(=O)(=O)N4CCCC4)cc3)nc2n1	2%	?	2	2.3µM*	128%[activator]	2
COc1ccc(C(CNC(=O)C2CC(=O)N(Cc3ccc(C)cc3)C2)N(C)C)cc1 (configuration not stated)	-1%	2%	-4	-11%	-8%	12
CCN(CC)S(=O)(=O)c1ccc(N2CCOCC2)c(NC(=O)C23CC4CC(CC(Cl)(C4)C2)C3)c1	-2%	?	1	3.7µM*	8.3µM*	-6
O=C(CNC(=O)c1cccnc1)N=Nc1c(O)[nH]c2c(Br)cc(Br)cc12	28µM*	?	-3	22%	-2%	-8
CCOC(=O)CC(NC(=O)c1ccc(C)cc1)c1ccc(C)cc1 (configuration not stated)	.	-15%	6	?	-10%	-16
Cc1ccc(C)c(S(=O)(=O)Nc2nc3ccc(S(N)(=O)=O)cc3s2)c1	3%	25%	-3	16%	?	9
CN(C)C(=O)COc1ccc(S(=O)(=O)c2ccc(OCC(=O)N(C)C)cc2)cc1	0%	11%	-2	27%	?	18
COc1ccc(-c2cc(C(=O)N(C)CC(=O)Nc3cccc(F)c3)c3ccccc3n2)cc1	.	-14%	.	?	?	.
Cc1ccc(-n2nc3c(=O)n(CCCC(=O)N4CCCCC4)nc(C)c3c2C)cc1	.	1%	-1	?	9.3µM*	-9
O=C(O)c1cccc(-n2c(-c3cnccn3)n[nH]c2=S)c1	20µM*	-2%	1	?	15%	3
COc1ccc(C2NC(=O)NC3=C2C(=O)CCC3)cc1 (configuration not stated)	10%	11%	-4	-29%	-3%	.
Cc1cccc(NC(=S)N2CCC(N(C)CC3CCCO3)CC2)c1C (configuration not stated)	5%	.	-4	1%	1%	-12
COc1cccc(O)c1CN1CCCC(C(=O)c2cccc(C(F)(F)F)c2)C1 (configuration not stated)	-1%	?	8	?	2.9µM*	-3
COc1ccc(-n2ncc3c2CC(C)(C)CC3NC(=O)CCN2CCCC2=O)cc1 (configuration not stated)	.	-11%	2	-13%	-24%	-4
Cc1ccc(C2(C(F)(F)F)NC(=O)N3CCCN=C3S2)cc1 (configuration not stated)	8%	18%	9	12%	?	-7
Continuation:
SMILES	Giardia FBPA inh	HCV inhibitor	Cycloheximide cs	Pf growth 96h	Pf growth 48h	Shiga inhibitor
CC(C)(C)NCc1ccc(OCc2cccs2)cc1	2%	1%	3	0%	-10%	18
Oc1ccccc1C=NCCN=Cc1ccccc1O	-25%	8%	1	28%	8%	28
CC[N+](C)(C)CC/C=C1/c2ccccc2Sc2ccc(Cl)cc21	-6%	-13%	-1	1.7µM*	3.7µM*	-4
O=C(c1cc2ccccc2o1)N1CCN(S(=O)(=O)c2ccccc2)CC1	.	0%	.	?	?	.
Cc1ccc(S(=O)(=O)N(C)C)cc1NC(=S)Nc1cccc2ccccc12	-9%	-15%	-2	-2%	?	13
COc1cc(/C=C2/SC(=S)N(CC(=O)NC(C)(C)C)C2=O)cc(OC)c1OC	-6%	1%	-5	-9%	-3%	9
CCCCCn1c(CN2CCN(CCO)CC2)nc2c1c(=O)n(C)c(=O)n2C	1%	-5%	-2	?	-6%	-8
CCN(C(C)=O)c1nc(CCl)cs1	2%	5%	6	-1%	10%	-17
O=C(CN(c1ccc(Cl)c(C(F)(F)F)c1)S(=O)(=O)c1ccccc1)N/N=C/c1cccc2c1OCCO2	-5%	-56%	-1	?	-11%	-44
Cc1cc(C(=O)NNC(=S)NCc2ccccc2)cs1	-3%	-7%	2	0%	-11%	-13
CC(C)(C)c1ccc(-c2cc(C(=O)NNC(=O)Nc3ccccc3)c3ccccc3n2)cc1	-6%	?	22*	4.7µM*	.	39

Reformatted as comma-separated lines: part of the list above
compound,Giardia FBPA inh,HCV inhibitor,Cycloheximide cs,Pf growth 96h,Pf growth 48h,Shiga inhibitor
COc1ccc(-n2ncc3c2CC(C)(C)CC3NC(=O)CCN2CCCC2=O)cc1 (configuration not stated),.,-11%,2,-13%,-24%,-4
Cc1ccc(C2(C(F)(F)F)NC(=O)N3CCCN=C3S2)cc1 (configuration not stated),8%,18%,9,12%,?,-7
CC(C)(C)NCc1ccc(OCc2cccs2)cc1,2%,1%,3,0%,-10%,18
Oc1ccccc1C=NCCN=Cc1ccccc1O,-25%,8%,1,28%,8%,28
CC[N+](C)(C)CC/C=C1/c2ccccc2Sc2ccc(Cl)cc21,-6%,-13%,-1,1.7µM*,3.7µM*,-4
O=C(c1cc2ccccc2o1)N1CCN(S(=O)(=O)c2ccccc2)CC1,.,0%,.,?,?,.
Cc1ccc(S(=O)(=O)N(C)C)cc1NC(=S)Nc1cccc2ccccc12,-9%,-15%,-2,-2%,?,13
COc1cc(/C=C2/SC(=S)N(CC(=O)NC(C)(C)C)C2=O)cc(OC)c1OC,-6%,1%,-5,-9%,-3%,9
CCCCCn1c(CN2CCN(CCO)CC2)nc2c1c(=O)n(C)c(=O)n2C,1%,-5%,-2,?,-6%,-8
CCN(C(C)=O)c1nc(CCl)cs1,2%,5%,6,-1%,10%,-17
O=C(CN(c1ccc(Cl)c(C(F)(F)F)c1)S(=O)(=O)c1ccccc1)N/N=C/c1cccc2c1OCCO2,-5%,-56%,-1,?,-11%,-44
Cc1cc(C(=O)NNC(=S)NCc2ccccc2)cs1,-3%,-7%,2,0%,-11%,-13
CC(C)(C)c1ccc(-c2cc(C(=O)NNC(=O)Nc3ccccc3)c3ccccc3n2)cc1,-6%,?,22*,4.7µM*,.,39

In another format: entries from further up.
Each structure is followed by: Giardia FBPA inh, HCV inhibitor, Cycloheximide cs, Pf growth 96h, Pf growth 48h, Shiga inhibitor
- COc1ccc(CN2CCC(CNS(=O)(=O)c3cccc(C(F)(F)F)c3)CC2)cc1
  6%, 11µM*, -8, 3%, -8%, 2
- Cc1cc(C)n2nc(C(=O)Nc3ccc(S(=O)(=O)N4CCCC4)cc3)nc2n1
  2%, ?, 2, 2.3µM*, 128%[activator], 2
